Assay outcomes from PubChem BioAssay.
AMA1-RON2 inh = qHTS for Inhibitors of AMA1-RON; Towards Development of Antimalarial Drug Lead: Primary Screen. actives 0.2% (n = 360,000). Potency, µM (top dose mostly 58.2 µM), for inactives: top-dose activity change, negative = inhibition, usual class: inhibitors. AID 720542, 2013. Plasmodium falciparum AMA1 (3D7) - RON2 peptide interaction. AlphaScreen AMA1-biotinylated RON2 peptide binding;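 also: potency is read from the fitted curve at half-maximal effect; 0% = vehicle wells and -100% = peptide control; nearly all actives have a fitted effect of over 45% in size; some results filed as inactive show a strong effect at the top dose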
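AMA1 (3D7) with his tag at 25 nM final met compounds first, then biotinylated RON2 peptide at 25 nM; detection used donor plus acceptor beads, 10 µg/mL apiece, read by AlphaScreen after 30 min at room temperature.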
Sm TGR inh = qHTS Assay for the Inhibitors of Schistosoma Mansoni Peroxiredoxins. Schistosoma mansoni thioredoxin glutathione reductase (TGR), Q962Y6. purified TGR, DTNB reduction, TNB absorbance 405 nm. Potency, µM (doses to about 114 µM), inactives show top-dose activity change, negative = inhibition, usual class: inhibitors. actives 3% (n = 360,000). AID 485364, 2010; also: potency is read from the fitted curve at half-maximal effect; nearly all actives have a fitted effect of over 60% in size
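First, TGR (20 nM dispensed) and NADPH were mixed with compound. Second, a 15 min room-temperature incubation followed. Third, further NADPH and then DTNB were added to start the reaction. Finally, TNB absorbance was monitored kinetically.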
AmpC inh no detg = qHTS Inhibitors of AmpC Beta-Lactamase (assay without detergent); Potency, µM (top dose mostly 57.1 µM), for inactives: at the highest dose activity change, negative = inhibition, most hits filed as inhibitors; AmpC nitrocefin hydrolysis, absorbance 480 nm, 0.0001% Triton; actives 0.52% (n = 330,000); P00811;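 also: potency is read from the fitted curve at half-maximal effect; plate controls were no compound for no effect and no enzyme for full effect; nearly all actives have a fitted effect of over 20% in size; some results filed as inactive show a strong effect at the top dose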
Target sequence (P00811 whole entry, looked up): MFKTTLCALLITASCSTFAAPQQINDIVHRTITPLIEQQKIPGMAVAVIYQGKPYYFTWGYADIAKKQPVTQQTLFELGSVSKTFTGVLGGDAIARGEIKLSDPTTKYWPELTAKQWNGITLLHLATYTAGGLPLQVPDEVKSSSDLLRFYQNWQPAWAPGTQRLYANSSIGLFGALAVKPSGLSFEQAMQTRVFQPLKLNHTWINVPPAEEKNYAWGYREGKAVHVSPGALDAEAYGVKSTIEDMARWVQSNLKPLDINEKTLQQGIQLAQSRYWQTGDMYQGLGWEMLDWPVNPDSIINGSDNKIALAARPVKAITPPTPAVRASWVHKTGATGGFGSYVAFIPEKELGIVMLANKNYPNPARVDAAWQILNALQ
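20 mM phosphate pH 7.0 + 0.01% (detergent screen) or 0.0001% Triton X-100; 5.3 nM AmpC reagent; cpd preinc 15 min RT; nitrocefin (800 uM stock) to start; A480 q20 s × 4 min; Activity was normalised to no-enzyme and no-compound control wells.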
HCMV antiviral = qHTS Assay for inhibitors of the human cytomegalovirus (HCMV); HFF cells, HCMV-luciferase reporter, 72 h; active compounds read low; activity change, negative = inhibition, % at 57.5 µM; actives 4.5% (n = 410,000); AID 1259415, 2018; in the data active = activity change below about -60%; inconclusive = no clear call, values can overlap the other calls; inactive = above about -39%
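Screen run at 2 compound doses on HFFs infected with reporter HCMV, MOI 1 PFU/cell. Luciferase activity from cell lysates at 72 h post infection gave inhibition relative to buffer-only and Salinomycin wells.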
Tb PYK inh = qHTS of Trypanosoma Brucei Inhibitors; TbPYK enzyme, Kinase-Glo Plus ATP luminescence, 45 min; actives 0.12% (n = 410,000); pyruvate kinase (Trypanosoma brucei), Q57TT1; Potency, µM (doses to about 76.8 µM), inactives show at the highest dose activity, negative = inhibition, usual class: inhibitors; AID 624173, 2012; also: potency is read from the fitted curve at half-maximal effect; nearly all actives have a fitted effect of over 50% in size
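Readout: single end-point luminescence (Kinase-Glo Plus, 10 min). Reaction conditions were TbPYK/substrate plus 130 uM ADP, 45 min at RT, pH 7.2 TEA buffer. No-enzyme wells served as controls, and data were normalized before concentration-response fitting.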
AmpC inh detg = qHTS Inhibitors of AmpC Beta-Lactamase (assay with detergent) | AmpC hydrolysis of nitrocefin, absorbance 480 nm, 0.01% Triton | Potency, µM (series often up to 114 µM), for the others: at the highest dose activity change, negative = inhibition, most hits filed as inhibitors | actives 0.041% (n = 370,000);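 also: potency is read from the fitted curve at half-maximal effect; 0% = no-compound wells and -100% = no-enzyme wells; nearly all actives have a fitted effect of over 25% in size; some results filed as inactive show a strong effect at the top dose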
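AmpC (5.3 nM in the dispensed reagent) in 20 mM phosphate pH 7.0 with 0.01% (detergent screen) or 0.0001% Triton X-100 was preincubated with compounds for 15 min at room temperature. Nitrocefin was then added from an 800 uM solution, and hydrolysis was followed at 480 nm.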
LmPK inh = qHTS Assay for Inhibitors of Leishmania Mexicana Pyruvate Kinase (LmPK). Q27686. purified LmPK, Kinase-Glo ATP luminescence, 1 h. Potency, µM (titrated, usually from 57.5 µM), without a hit: at the top dose activity change, negative = inhibition, usual class: inhibitors. actives 0.37% (n = 290,000). AID 1721, 2009; also: potency is read from the fitted curve at half-maximal effect
Target sequence (Q27686 whole entry, looked up): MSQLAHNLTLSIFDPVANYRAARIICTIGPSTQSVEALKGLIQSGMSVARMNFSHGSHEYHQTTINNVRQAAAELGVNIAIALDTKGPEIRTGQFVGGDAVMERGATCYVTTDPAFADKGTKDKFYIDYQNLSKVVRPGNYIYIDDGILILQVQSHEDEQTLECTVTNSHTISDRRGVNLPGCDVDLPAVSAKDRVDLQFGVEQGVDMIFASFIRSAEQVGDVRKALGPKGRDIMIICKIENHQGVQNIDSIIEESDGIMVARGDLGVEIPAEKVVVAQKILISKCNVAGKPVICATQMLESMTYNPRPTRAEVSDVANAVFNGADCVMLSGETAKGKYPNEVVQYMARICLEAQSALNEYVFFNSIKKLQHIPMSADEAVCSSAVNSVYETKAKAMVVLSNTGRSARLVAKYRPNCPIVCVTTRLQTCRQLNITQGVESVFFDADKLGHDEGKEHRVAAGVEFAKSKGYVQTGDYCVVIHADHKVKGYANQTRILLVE
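Purified LmPK (0.1 nM) with 0.5 mM PEP and 0.1 mM ADP in imidazole buffer pH 7.2 with MgCl2/KCl, 1 h at room temperature. ATP formed was read by luciferase luminescence and normalized to no-enzyme and uninhibited controls.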
* hit, by the source's call; [ ] = dose if it differs, or a comment. Unless noted, calls follow the shape of the dose curve; as a rule, active = well fitted curve in the direction sought with a large enough effect; inconclusive = small, poorly fitted or top-dose-only effect, or another doubt; inactive = no such curve, though single readings can be large; an effect the other way counts as inactive or inconclusive. Unless noted, % is scaled to controls: 0 for no effect and ±100 for the full control effect.

`Cn1nc(-c2ccccc2)c(CN2CCN(c3ncccn3)CC2)c1Cl` gave AMA1-RON2 inh -2%, Sm TGR inh 0%, AmpC inh no detg 79%[activator], HCMV antiviral 31, Tb PYK inh -3%, AmpC inh detg 8% and LmPK inh 4%.
Screening COc1ccc(Nc2nccc(-c3ccc([N+](=O)[O-])cc3)n2)cc1 returned AMA1-RON2 inh -14%, Sm TGR inh 1%, AmpC inh no detg -20%, HCMV antiviral inconclusive, Tb PYK inh -3%, AmpC inh detg -9% and LmPK inh 0%.
For Cc1cn([C@H]2C[C@H](O)[C@@H](CNCc3ccc(-c4cc(Cl)ccc4C(F)(F)F)o3)O2)c(=O)[nH]c1=O the results were AMA1-RON2 inh 2%, HCMV antiviral -6 and Tb PYK inh 0%.
`Cc1cc(NC(=O)c2c(F)cccc2Cl)n(-c2nc3ccccc3[nH]2)n1` gave AMA1-RON2 inh 119%[activator], Sm TGR inh -5%, AmpC inh no detg -32%, HCMV antiviral inconclusive, Tb PYK inh -15%, AmpC inh detg 1% and LmPK inh 2%.
Screening CC(=O)NCCn1c(SCC(=O)c2ccc(Cl)cc2)nc2ccccc2c1=O returned AMA1-RON2 inh -4%, Sm TGR inh 9%, AmpC inh no detg -14%, HCMV antiviral -15, Tb PYK inh -6%, AmpC inh detg -1% and LmPK inh 5%.
`O=C(CCCOc1ccccc1)Nc1ccc(Cl)cn1` gave AMA1-RON2 inh 9%, Sm TGR inh 8%, AmpC inh no detg -11%[11.4 µM], HCMV antiviral -65*, Tb PYK inh -16%, AmpC inh detg -8% and LmPK inh 3%.
For Cc1ccc(S(=O)(=O)n2cnc3ccccc32)cc1[N+](=O)[O-] the results were AMA1-RON2 inh -12%, Sm TGR inh 0%, AmpC inh no detg -18%, HCMV antiviral -34, Tb PYK inh 1%, AmpC inh detg -8% and LmPK inh -1%.
O=C1NCCN1C(=O)c1cccc(Cl)c1 was read as AMA1-RON2 inh 9%, Sm TGR inh -1%, AmpC inh no detg -20%, HCMV antiviral -11, Tb PYK inh 2%, AmpC inh detg inconclusive and LmPK inh -1%.
`O=C(NCc1cccnc1)c1ccc(COc2ccccc2Cl)o1` gave AMA1-RON2 inh -6%, Sm TGR inh -1%, AmpC inh no detg -12%, HCMV antiviral -25, Tb PYK inh -3%, AmpC inh detg -2% and LmPK inh 1%.
Screening COc1cc(OC)c(NC(=O)CSCc2nc(-c3ccc(OC)c(OC)c3)no2)cc1Cl returned Sm TGR inh 4%, HCMV antiviral 10, Tb PYK inh -1% and AmpC inh detg 15%.

Among those listed so far, these contain sulfur:
Screening CC(=O)NCCn1c(SCC(=O)c2ccc(Cl)cc2)nc2ccccc2c1=O returned AMA1-RON2 inh -4%, Sm TGR inh 9%, AmpC inh no detg -14%, HCMV antiviral -15, Tb PYK inh -6%, AmpC inh detg -1% and LmPK inh 5%.
For Cc1ccc(S(=O)(=O)n2cnc3ccccc32)cc1[N+](=O)[O-] the results were AMA1-RON2 inh -12%, Sm TGR inh 0%, AmpC inh no detg -18%, HCMV antiviral -34, Tb PYK inh 1%, AmpC inh detg -8% and LmPK inh -1%.
Screening COc1cc(OC)c(NC(=O)CSCc2nc(-c3ccc(OC)c(OC)c3)no2)cc1Cl returned Sm TGR inh 4%, HCMV antiviral 10, Tb PYK inh -1% and AmpC inh detg 15%.

Further records
Screening COc1ccc(C(=O)NNC(=O)Nc2ccc(C)cc2)cc1 returned AMA1-RON2 inh 24%, Sm TGR inh 0%, AmpC inh no detg -16%, HCMV antiviral -24, Tb PYK inh 2%, AmpC inh detg -15% and LmPK inh -5%.
`CC(=O)Nc1ccc(C(=O)Nc2nc(-c3cccnc3)cs2)cc1` gave AMA1-RON2 inh 8%, Sm TGR inh 9%, AmpC inh no detg -29%, HCMV antiviral 79, Tb PYK inh -18%, AmpC inh detg 5% and LmPK inh 7%.
O=c1c2sc3ccccc3c2n(Cc2ccccc2)c(=O)n1Cc1ccccc1 was read as Sm TGR inh 8%, HCMV antiviral 17, Tb PYK inh 5% and AmpC inh detg -2%.
For CCN(CC(=O)NCCc1ccccc1)S(=O)(=O)c1ccc(Br)cc1 the results were AMA1-RON2 inh 1%, Sm TGR inh 1%, AmpC inh no detg 2%, HCMV antiviral -32, Tb PYK inh -9%, AmpC inh detg -5% and LmPK inh 4%.
COC(=O)c1ccccc1NC(=O)Cn1cnc([N+](=O)[O-])c1 was read as AMA1-RON2 inh -3%, Sm TGR inh 2%, AmpC inh no detg 201%, HCMV antiviral -29, Tb PYK inh -6%, AmpC inh detg -16% and LmPK inh -3%.
S=C(NCCc1ccccc1)Nc1ccc(Br)cc1 was read as AMA1-RON2 inh 5%, Sm TGR inh -14%, AmpC inh no detg -36%, HCMV antiviral -75*, Tb PYK inh -10%, AmpC inh detg inconclusive and LmPK inh 2%.
Cc1cc(O)c2c(c1)OC(C)(C)C1=C2CC(C)CC1 (stereo not given) was read as AMA1-RON2 inh -11%, Sm TGR inh 1%, AmpC inh no detg -30%, HCMV antiviral inconclusive, Tb PYK inh -7%, AmpC inh detg inconclusive and LmPK inh -2%.
For Cc1csc(NC(=O)CCNC(=O)c2ccc([N+](=O)[O-])cc2)n1 the results were AMA1-RON2 inh -2%, Sm TGR inh -8%, AmpC inh no detg -24%, HCMV antiviral 2, Tb PYK inh -3%, AmpC inh detg -1% and LmPK inh -2%.
COCCOCC(O)CN1CCN(c2ccccc2)CC1 (stereo not given) was read as AMA1-RON2 inh -16%, Sm TGR inh 3%, AmpC inh no detg -15%, HCMV antiviral 62, Tb PYK inh 18%, AmpC inh detg 0% and LmPK inh 2%.
`Cn1c(=O)oc2cc(S(=O)(=O)CCC(=O)N3CCN(c4cccc(Cl)c4)CC3)ccc21` gave Sm TGR inh 4%, HCMV antiviral 4, Tb PYK inh 7% and AmpC inh detg 19%.
O=C(Nc1ccc2c(c1)OCO2)C1CC1(Cl)Cl (stereo not given) was read as AMA1-RON2 inh -7%, Sm TGR inh -8%, AmpC inh no detg -13%, HCMV antiviral 117, Tb PYK inh -1% and AmpC inh detg -3%.
For CCc1noc(C)c1C(=O)Nc1cc(Cl)ccc1-n1cncn1 the results were AMA1-RON2 inh 14%, Sm TGR inh -17%, AmpC inh no detg -6%, HCMV antiviral 20, Tb PYK inh 0% and AmpC inh detg -18%.
`Cc1ccc(C(=O)NCC(=O)OCCCOC(=O)CNC(=O)c2ccc(C)c(C)c2)cc1C` gave AMA1-RON2 inh -3%[11.6 µM], Sm TGR inh -7%, AmpC inh no detg 66%[activator], HCMV antiviral -21, Tb PYK inh -3% and AmpC inh detg inconclusive.
`CCOc1ccc(C(=O)N2CCN(C(=O)c3ccco3)CC2)cc1OCC` gave AMA1-RON2 inh 1%, Sm TGR inh -18%, AmpC inh no detg 0%, HCMV antiviral 1, Tb PYK inh -4%, AmpC inh detg inconclusive and LmPK inh -1%.
For O=C1CCCc2c1[nH]c1ccc(Br)cc21 the results were AMA1-RON2 inh -3%, Sm TGR inh 7%, AmpC inh no detg -16%, HCMV antiviral 18, Tb PYK inh 2%, AmpC inh detg -2% and LmPK inh 5%.
For CCC(O)c1cc2c(cc1NC(=O)c1cccc(Br)c1)OCCO2 (stereo not given) the results were Sm TGR inh 0%, HCMV antiviral -10, Tb PYK inh 11% and AmpC inh detg -2%.
For COc1ccc(-c2cc(=O)oc3cc(OCC(=O)N4C[C@H]5C[C@@H](C4)c4cccc(=O)n4C5)ccc23)cc1 the results were AMA1-RON2 inh -5%, Sm TGR inh -9%, AmpC inh no detg 219%[activator], HCMV antiviral 2, Tb PYK inh 2%, AmpC inh detg inconclusive and LmPK inh -7%.
O=C(CCCCn1c(=O)c2ccccc2n(Cc2ccc(Cl)cc2)c1=O)NCc1ccco1 was read as AMA1-RON2 inh -3%, Sm TGR inh 2%, AmpC inh no detg 37%, HCMV antiviral 42, Tb PYK inh -6%, AmpC inh detg inconclusive and LmPK inh 2%.
`COc1ccc(OC)c(C2C(C(=O)N(C)C)=C(C)Nc3nc4ccccc4n32)c1` (stereo not given) gave AMA1-RON2 inh 0%, Sm TGR inh 0%, AmpC inh no detg -17%, HCMV antiviral -6, Tb PYK inh -9%, AmpC inh detg 1% and LmPK inh 0%.
`Cc1ccnc(SCC(=O)c2cc3ccccc3o2)n1` gave AMA1-RON2 inh 11%, Sm TGR inh -12%, AmpC inh no detg -21%, HCMV antiviral -26, Tb PYK inh 6%, AmpC inh detg -5% and LmPK inh 1%.
CS(=O)(=O)N1CCc2cc(C(=O)NCCc3ccccc3)ccc21 was read as Sm TGR inh 14%, HCMV antiviral 75, Tb PYK inh -13% and AmpC inh detg 21%.
For Cc1cccnc1NC(=O)c1ccc([N+](=O)[O-])o1 the results were AMA1-RON2 inh 18%, Sm TGR inh -28%, AmpC inh no detg 0%, HCMV antiviral -76*, Tb PYK inh 2%, AmpC inh detg -11% and LmPK inh 3%.
`COc1ccc(/C=C2\SC(=S)N(NC(=O)c3ccncc3)C2=O)cc1OC` gave AmpC inh no detg -23%, AmpC inh detg 0% and LmPK inh -2%.
For O=C(COC(=O)C(O)C(O)C(=O)OCC(=O)c1ccc(C(F)(F)F)cc1)c1ccc(C(F)(F)F)cc1 (stereo not given) the results were AMA1-RON2 inh -2%, Sm TGR inh 15%, AmpC inh no detg -31%, HCMV antiviral 7, Tb PYK inh 5%, AmpC inh detg -5% and LmPK inh 8%.
Screening CCCCn1c(Cl)nc2c1c(=O)n(C)c(=O)n2C returned AMA1-RON2 inh 7%, Sm TGR inh inconclusive, AmpC inh no detg 2%, HCMV antiviral -20, Tb PYK inh 3%, AmpC inh detg 5% and LmPK inh -2%.
CCSc1nnc(-c2ccccc2SC)o1 was read as AMA1-RON2 inh 13%, Sm TGR inh 2%, AmpC inh no detg -18%, HCMV antiviral 4, Tb PYK inh -11%, AmpC inh detg 0% and LmPK inh 5%.
